From PubChem
NR3A LBD binder – binders of NR3A ligand-binding domain, primary screen, biophysical, differential scanning fluorimetry, uHTS | Glutamate receptor ionotropic, NMDA 3A (GRIN3A) ligand-binding domain | NR3A LBD differential scanning fluorimetry, Tm shift; 0% = protein alone, 100% = glycine-bound protein | Tm shift relative to glycine control, % at 25 µM | 2.5% of 340,000 active;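 active = melting temperature shift of at least 10% of the positive control shift, at one fixed dose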
hIAP block – human IAP inhibitors, primary screen, biochemical, luminescence, uHTS; Intestinal-type alkaline phosphatase (Homo sapiens), P09923; AID 2544, 2010; 0.12% of 330,000 active; purified IAP, CDP-Star luminescence, 30 min; inhibition, % at 10 µM;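 active = inhibition reaching a set limit with compound at 10 µM in the primary screen, cut at about 35% in these data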;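 note: plate controls were DMSO wells with enzyme for no effect and no-enzyme buffer wells for full effect; values of inactives mirror those of a sister screen read the other way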
Target sequence (P09923 whole entry, looked up): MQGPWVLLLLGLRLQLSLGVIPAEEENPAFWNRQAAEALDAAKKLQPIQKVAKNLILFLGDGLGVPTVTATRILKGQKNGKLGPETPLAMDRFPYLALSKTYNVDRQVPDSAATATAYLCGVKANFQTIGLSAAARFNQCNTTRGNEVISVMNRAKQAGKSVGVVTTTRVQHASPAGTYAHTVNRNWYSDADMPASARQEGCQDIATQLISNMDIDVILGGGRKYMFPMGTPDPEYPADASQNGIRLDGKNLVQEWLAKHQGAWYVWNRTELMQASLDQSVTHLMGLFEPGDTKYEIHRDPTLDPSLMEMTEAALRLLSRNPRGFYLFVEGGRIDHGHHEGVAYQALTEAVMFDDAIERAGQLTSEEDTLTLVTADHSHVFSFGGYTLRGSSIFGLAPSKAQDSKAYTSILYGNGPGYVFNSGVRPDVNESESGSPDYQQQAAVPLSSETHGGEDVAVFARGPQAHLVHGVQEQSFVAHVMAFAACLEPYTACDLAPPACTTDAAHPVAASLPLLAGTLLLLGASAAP
A3G deaminase – APOBEC3G DNA deaminase inhibitors, primary screen, biochemical, fluorescence, single-stranded DNA substrate, uHTS; DNA dC->dU-editing enzyme APOBEC-3G (Homo sapiens), Q9HC16; recombinant A3G, ssDNA deamination FAM/TAMRA fluorescence; inhibition, % at 20 µM; 0.28% of 330,000 active; AID 493012, 2011;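 active = inhibition of at least 40% at 20 µM, with no more than 30% in the related APOBEC3A deaminase screen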;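 note: plate controls were DMSO wells with A3G for no effect and wells lacking A3G enzyme for full effect; some compounds called inactive have numbers as strong as hits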
Target sequence (Q9HC16 whole entry, looked up): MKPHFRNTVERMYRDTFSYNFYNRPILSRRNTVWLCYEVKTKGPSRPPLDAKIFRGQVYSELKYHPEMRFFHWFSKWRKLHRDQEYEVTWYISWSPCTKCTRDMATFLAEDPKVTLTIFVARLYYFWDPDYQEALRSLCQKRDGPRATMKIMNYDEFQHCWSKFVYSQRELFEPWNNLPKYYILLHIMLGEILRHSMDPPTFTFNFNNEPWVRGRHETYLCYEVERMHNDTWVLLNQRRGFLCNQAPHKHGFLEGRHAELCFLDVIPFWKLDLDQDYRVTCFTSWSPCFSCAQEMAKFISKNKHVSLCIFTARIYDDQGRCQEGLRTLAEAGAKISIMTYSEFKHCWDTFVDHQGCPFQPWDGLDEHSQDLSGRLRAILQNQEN
mIAP block – inhibitors of mouse IAP, primary screen, biochemical, luminescence, uHTS; intestinal alkaline phosphatase [Mus musculus]; purified mouse IAP, CDP-Star luminescence, 30 min; inhibition, % at 10 µM; 0.2% of 330,000 active; AID 2806, 2010;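 active = inhibition of at least 40% at 10 µM in the primary screen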;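 note: plate controls were DMSO with enzyme for no effect and no enzyme wells for full effect; values of inactives mirror those of a sister screen read the other way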
MIN6 prolif – inducers of MIN6 beta-cell proliferation, primary screen, ATP luminescence, uHTS. MIN6 cells proliferation, ATPlite luminescence, 48 h; cells starved in 0.2% serum; 100% = growth in 10% serum. proliferation, % at 10 µM. 0.29% of 330,000 active. AID 2380, 2010;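 active = compounds whose signal lies at least 3.5 SD above the mean of all wells on their plate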;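 note: 0% = DMSO-treated cells in low-serum medium and 100% = 10% serum control; some compounds called inactive have numbers as strong as hits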
hIAP act – human IAP activators, primary screen, biochemical, luminescence, uHTS | Intestinal-type alkaline phosphatase (Homo sapiens), P09923 | purified human IAP, CDP-Star luminescence, 30 min; active compounds read high; 1 = vehicle-only enzyme, 0 = enzyme-free background | activation factor at 10 µM | 0.16% of 330,000 active | AID 2524, 2010;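 active = activation factor of the enzyme at least 2-fold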; note: the source names both 10 and 20 µM as test concentration; values of inactives mirror those of a sister screen read the other way
MPTP inh – mitochondrial permeability transition pore inhibitors, primary screen, biochemical, isolated mouse mitochondria, absorbance; inhibition, % at 10 µM; Ca2+ swelling absorbance, 30 min; AID 602449, 2012; 1.4% of 360,000 active;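 active = inhibition of 50% or more, scaled per plate between neutral and stimulator controls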;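 note: 0% = DMSO wells given calcium and 100% = 1 mM EGTA wells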
mIAP act – activators of mouse IAP, primary screen, biochemical, luminescence, uHTS; 0.24% of 330,000 active; activation factor at 10 µM; muIAP, CDP-Star luminescence, 30 min; active compounds read high; 1 = vehicle-only enzyme signal, 0 = enzyme-free wells; intestinal alkaline phosphatase [Mus musculus];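 active = activation factor of at least 2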; note: the source names both 10 and 20 µM as test concentration; values of inactives mirror those of a sister screen read the other way
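System: mouse IAP enzyme. Reagent: CDP-Star chemiluminescent phosphatase substrate. Benchmarks: DMSO wells, no-enzyme wells. Times: 30 min enzyme-substrate-compound incubation at room temperature. Detection: luminescence from enzymatic CDP-Star hydrolysis. Doses: test compounds delivered from DMSO solution.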
APOBEC3A inh – APOBEC3A ssDNA deaminase inhibitors, primary screen, selectivity assay for APOBEC3G inhibitor project, biochemical, FAM/TAMRA oligo cleavage fluorescence; AID 493011, 2011; 0.41% of 330,000 active; inhibition, % at 20 µM; recombinant A3A, FAM/TAMRA ssDNA deamination fluorescence; DNA dC->dU-editing enzyme APOBEC-3A (Homo sapiens), P31941;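 active = at least 40% inhibition at 20 µM here, with at most 30% in a related deaminase screen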;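 note: plate controls were A3A with DMSO for no effect and wells lacking A3A enzyme for full effect; some results filed as inactive read as strong as hits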
Target sequence (P31941 whole entry, looked up): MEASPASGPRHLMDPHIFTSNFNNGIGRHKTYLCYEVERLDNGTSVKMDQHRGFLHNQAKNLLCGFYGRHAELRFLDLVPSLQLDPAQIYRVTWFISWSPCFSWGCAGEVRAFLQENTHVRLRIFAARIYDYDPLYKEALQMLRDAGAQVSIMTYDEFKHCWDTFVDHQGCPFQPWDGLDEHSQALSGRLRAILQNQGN
* = called active by the depositor; / = no result given.

molecule,NR3A LBD binder,hIAP block,A3G deaminase,mIAP block,MIN6 prolif,hIAP act,MPTP inh,mIAP act,APOBEC3A inh
Cc1[nH]c2ccccc2c1Cc1nnc(SCCC#N)o1,2,-8,5,-7,-1,1.1,0.3,1.1,27
CCc1ccccc1OCC(=O)Nc1ccc(C)c(S(=O)(=O)N2CCCCCC2)c1,-2,-17,-5,-50,-7,1.2,4.0,1.5,-4
CCCCNS(=O)(=O)c1ccc2c(c1)oc(=O)n2CC(=O)OCC,0,12,-1,0,0,0.88,-2.1,1,1
CC(=O)Nc1ccc(NC(=O)CSc2ccc(-c3cccs3)nn2)cc1,7,-10,-1,-4,2,1.1,-2.1,1,0
COC(=O)c1ccc2c(=O)n(CCO)c(=S)[nH]c2c1,0,-38,-3,2,0,1.4,0.4,0.98,0
CC1=CC2=NC(=O)/C(=C\c3cccn3CCOc3cc(C)ccc3C)C(=N)N2O1,-6,4,-8,14,-3,0.96,-23,0.86,-3
O=C(Cc1ccc(Br)cc1)N/N=C/c1ccc(-c2cccc(C(=O)O)c2)o1,0,2,4,14,-2,0.98,0.9,0.86,14
Cc1cc(C(F)(F)F)nn1CC(=O)NNC(=S)NCC(C)C,0,-42,-5,5,2,1.4,-0.2,0.95,3
Cc1cc(-n2nc(C)cc2C)nc(NS(=O)(=O)c2ccccc2)n1,-2,-15,-5,-4,-1,1.1,-0.1,1,-3
OCCN1CCN(Cc2cc(Cl)c3cccnc3c2O)CC1,0,-43,0,-4,-1,1.4,-4.3,1,-5
COC(=O)c1ccccc1NC(=O)C1CCCN(S(C)(=O)=O)C1 (stereo unspecified),1,-5,-5,-5,-2,1,-1.2,1.1,-3
N#Cc1cc(N2CCCCC2)c([N+](=O)[O-])cc1C#N,-3,14,9,4,-2,0.85,1.1,0.96,2
O=C(NCCC(=O)N1CCN(c2ncccn2)CC1)c1ccccc1Cl,-11,-23,-6,-2,-2,1.2,-0.3,1,-3
O=C(Oc1ccc(-n2cnnn2)cc1)c1ccco1,1,9,-6,2,1,0.91,-0.9,0.98,0
COC(=O)c1c(C(=O)OC)c2n(c1C)CCS2,1,-2,0,-3,-3,1,-0.7,1,3
CC(C)CNS(=O)(=O)c1ccc(CCC(=O)NCCc2ccccc2)cc1,2,-21,-5,-9,-2,1.2,-0.8,1.1,2
O=c1cc2c(nn1Cc1c(Cl)cccc1Cl)-c1ccccc1CC2,1,-14,-8,10,-3,1.1,1.5,0.9,-4
CCOCC(O)CNC(=O)c1ccc2nc(Cc3ccc(OC)c(OC)c3)oc2c1 (stereo unspecified),3,-37,-7,3,-2,1.4,4.0,0.97,-1
NC(=O)CS(=O)(=O)c1nc2ccccc2n1CC(=O)N1CCCCC1,1,-3,-6,-9,-3,1,0.9,1.1,-3
NCCN=C1NS(=O)(=O)c2ccccc21,7,4,-8,0,1,0.96,-1.4,1,-1

molecule,NR3A LBD binder,hIAP block,A3G deaminase,mIAP block,MIN6 prolif,hIAP act,MPTP inh,mIAP act,APOBEC3A inh
O=c1c(Cl)c(N2CCCCC2)cnn1-c1nc2ccccc2[nH]1,1,-18,-5,4,-6,1.2,1.5,0.96,-5
COC(=O)C1=C(C)NC(C)=C(C(=O)OC)C1c1cc2cc(C)ccc2[nH]c1=O,1,6,-7,-4,-2,0.94,0.0,1,-2
OCC(O)C1OC(Nc2ccc(Cl)cc2)C(O)C1O (stereo unspecified),-2,0,-2,-7,-2,1,0.4,1.1,4
CC1CCN(S(=O)(=O)c2ccc3c(c2)N(CC(=O)NCCN2C(C)CCCC2C)C(=O)CS3)CC1 (stereo unspecified),5,-33,-4,-5,0,1.3,-1.2,1,-1
Cc1nc2cc(-n3ccc(=O)cc3)ccc2n1-c1ccccc1,1,-9,10,-14,1,1.1,-0.8,1.1,-1
CC(C)c1cc(N2CCOCC2)n2ncc(-c3ccccc3)c2n1,1,4,1,-3,-1,0.96,0.8,1,5
COc1ccc(S(=O)(=O)N2CCC(Cc3ccccc3)CC2)cc1C(N)=O,-1,-3,-3,-14,0,1,1.2,1.1,-2
CC(=O)Nc1ccc(Nc2cc(C)nc3c(-c4ccc(Cl)cc4)cnn23)cc1,30*,-21,3,-1,0,1.2,0.8,1,1
CC(C)Oc1cc(NC(=O)CS(=O)CC(=O)N(C)C)c(Cl)cc1Cl (stereo unspecified),-2,-18,0,-6,4,1.2,0.0,1.1,1
CCOC(=O)C1=C(C)N=c2sc(=C(C)C)c(=O)n2C1c1ccc(N(C)C)cc1 (stereo unspecified),2,-17,-2,12,-3,1.2,0.3,0.88,1
O=C(CCC(=O)c1cccs1)NCC(=O)Nc1ccc(F)c(F)c1F,0,4,6,-14,0,0.96,-1.1,1.1,2
O=S(=O)(c1ccc2ccccc2c1)N1CCN(S(=O)(=O)c2c(F)cccc2F)CC1,-2,15,-7,8,0,0.85,-1.9,0.92,0
CC(CCc1ccccc1)NS(=O)(=O)c1ccccc1F (stereo unspecified),1,4,2,0,-2,0.96,-0.1,1,2
COc1ccc(NS(=O)(=O)c2cccc(NC(=O)CCC(=O)c3cccs3)c2)cc1,-3,-14,-3,-2,0,1.1,0.7,1,1
O=C(c1c(F)cccc1Cl)N1CCN(c2ccccn2)CC1,-1,-13,-9,-4,-3,1.1,1.9,1,-1
COc1ccc(NC(=O)C2CC(=O)N(CCc3ccc(F)cc3)C2)c(OC)c1 (stereo unspecified),-3,5,-12,2,-1,0.95,0.1,0.98,4
O=C(O)/C=C/C(=O)Nc1ccc(SC(F)(F)F)cc1,2,-8,-6,-7,-5,1.1,1.5,1.1,-6
Cc1nn(C)c(C(=O)NC2C3CC4CC(C3)CC2C4)c1Cl (stereo unspecified),-2,9,-3,4,7.7*,0.91,0.6,0.96,6
O=C(CSc1ccc2nnc(-c3ccccn3)n2n1)Nc1cccc(F)c1,-2,4,0,3,-3,0.96,-0.7,0.97,0
CNC(=O)COc1coc(CN2CCN(c3ccccc3F)CC2)cc1=O,-2,7,-7,0,0,0.93,-0.5,1,-6

molecule,NR3A LBD binder,hIAP block,A3G deaminase,mIAP block,MIN6 prolif,hIAP act,MPTP inh,mIAP act,APOBEC3A inh
COc1ccccc1-c1cc(C(=O)Nc2cc(C)on2)no1,-1,19,-6,8,0,0.81,-1.7,0.93,-3
CCOc1ccc(/C=N/NC(=O)c2nnn(-c3nonc3N)c2CN(C)C2CCCCC2)cc1,1,6,-6,2,-1,0.94,0.3,0.97,-7
CCOC(=O)c1[nH]c2ccccc2c1N=CN(C)C,5,-4,-5,-3,4,1,-0.8,1,-4
CCCNc1cc(C)oc(=O)c1C(=O)CC,1,2,0,-1,-1,0.98,0.5,1,1
COc1ccc(C(C#N)N2CCOCC2)cc1 (stereo unspecified),5,-4,-6,-5,-4,1,-2.8,1.1,-4
COC(=O)c1nn2c(C(F)(F)F)cc(-c3ccc(Br)o3)nc2c1Br,-14,5,4,6,-1,0.95,0.9,0.94,-1
CCn1c2ccccc2c2nc3cc(OC)c(OC)cc3nc21,1,7,-1,0,-1,0.93,1.1,1,1
Cn1c(OCc2ccco2)nc2c1c(=O)n(Cc1ccc(Cl)c(Cl)c1)c(=O)n2C,3,0,1,1,4,1,-1.2,0.99,8
COc1ccc(C(C#N)C2(C)OCCO2)cc1OC (stereo unspecified),-3,-34,4,-11,-3,1.3,-1.0,1.1,3
O=C(N/N=C/c1ccccc1OC(F)F)NC1CCCCC1,1,3,-3,5,-3,0.97,3.0,0.95,3
Cc1ccc(NC(=O)c2ncn(CC(=O)NCC(C)c3ccccc3)n2)cc1C (stereo unspecified),2,/,2,-4,/,/,-1.3,1,3
S=c1nc(-c2cc(Cl)cc(Cl)c2)[nH][nH]1,1,-3,-13,10,-3,1,4.9,0.9,-3
Cc1noc(C)c1C(=O)NC(Cc1c[nH]c2ccccc12)C(=O)O (stereo unspecified),1,-7,-1,1,2,1.1,-2.5,0.99,-2
COc1ccc(N=C2SC(C(=O)Nc3ccc(C(=O)O)cc3)CC(=O)N2Cc2cccs2)cc1 (stereo unspecified),2,-29,-4,-4,-6,1.3,2.1,1,2
O=C(Nc1ccc(NC(=S)NC(=O)c2cccs2)cc1)c1ccco1,13*,0,-1,12,-2,1,1.1,0.88,-1
CCOC(=O)c1c(C)[nH]c(C)c1S(=O)(=O)N(C)CC(=O)Nc1ccc(C)cn1,0,3,4,-4,3,0.97,0.1,1,-2
O=C(CNC(=O)c1ccccc1Br)NCCSc1ccc(Br)cc1,0,0,-5,-3,-2,1,-0.9,1,-2
CSc1ccc(/C=C(\C(=O)O)c2ccc(S(=O)(=O)N3CCCCC3)s2)cc1,-4,4,-6,12,-1,0.96,2.1,0.88,4
COc1ccc2c(c1)OC[C@H]1[C@H]2N2C(=O)CN(C)C(=O)[C@@]2(C)[C@H]1c1ccccc1,-2,3,5,6,-5,0.97,-1.1,0.94,3
Cc1ccc2nc(SCC(=O)NC3CCS(=O)(=O)C3)[nH]c2c1 (stereo unspecified),-1,-5,-7,-6,-3,1.1,-0.9,1.1,-1

Sorted by length of the SMILES (highest first): part of the list above.
molecule,NR3A LBD binder,hIAP block,A3G deaminase,mIAP block,MIN6 prolif,hIAP act,MPTP inh,mIAP act,APOBEC3A inh
CSc1ccc(/C=C(\C(=O)O)c2ccc(S(=O)(=O)N3CCCCC3)s2)cc1,-4,4,-6,12,-1,0.96,2.1,0.88,4
Cc1ccc(NC(=O)c2ncn(CC(=O)NCC(C)c3ccccc3)n2)cc1C (stereo unspecified),2,/,2,-4,/,/,-1.3,1,3
O=C(N/N=C/c1ccccc1OC(F)F)NC1CCCCC1,1,3,-3,5,-3,0.97,3.0,0.95,3

Further results
molecule,NR3A LBD binder,hIAP block,A3G deaminase,mIAP block,MIN6 prolif,hIAP act,MPTP inh,mIAP act,APOBEC3A inh
COCCNC(=S)N(CCc1c(C)[nH]c2ccccc12)Cc1cccnc1,-2,-2,15,-7,-5,1,-0.3,1.1,-3
CC(C)(C)OC(=O)NCCCC[C@H](NC(=O)c1[nH]cnc1C(=O)Nc1ccc(CNC(=O)OC(C)(C)C)cc1)C(=O)OC(C)(C)C,-14,-172,-4,-2,-8,2.7*,/,1,-2
COC(=O)C1=C(C)N(Cc2ccccc2)C(=O)N[C@H]1c1cccc(C(F)(F)F)c1,-2,-7,-12,-7,-4,1.1,-0.4,1.1,-4
O=C(COc1cc(F)ccc1[N+](=O)[O-])NCCN1C(=O)CSC1=O,3,-21,-2,4,0,1.2,-0.4,0.96,-1
CC(=O)c1ccc(NC(=S)N2CCN(C(=S)Nc3ccc(C(C)=O)cc3)C(C)C2)cc1 (stereo unspecified),-2,-2,0,8,0,1,6.3,0.92,6
COc1cccc(N(CC(=O)NCc2cccnc2)S(C)(=O)=O)c1,-3,4,-7,5,-1,0.96,0.4,0.95,-5
Cc1ccc2c(c1)N(C(=O)CCC(=O)NCCN1CCOCC1)CCO2,0,16,0,-2,-1,0.84,0.2,1,0
